Bioassay records deposited in PubChem BioAssay by Vanderbilt University.
GIRK2 activator – activators of NPY4-receptor-primed GIRK2 channels, summary, cell-based, HEK293, thallium flux; 34,000 tested, under 10 active; activation (% efficacy), % for hits at 37.5 µM; G protein-activated inward rectifier potassium channel 2 (Homo sapiens), P48051; HEK293 GIRK2/NPY4 cells, thallium flux fluorescence;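 active means primary screen hit, no activity in plain HEK293 cells, and in GIRK2-only cells above 5% efficacy rising with concentration; inactive means the rest, including fluorescent compounds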;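 further: efficacy is normalized control-subtracted fluorescence 15 s after thallium addition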
Target sequence (P48051 whole entry, looked up): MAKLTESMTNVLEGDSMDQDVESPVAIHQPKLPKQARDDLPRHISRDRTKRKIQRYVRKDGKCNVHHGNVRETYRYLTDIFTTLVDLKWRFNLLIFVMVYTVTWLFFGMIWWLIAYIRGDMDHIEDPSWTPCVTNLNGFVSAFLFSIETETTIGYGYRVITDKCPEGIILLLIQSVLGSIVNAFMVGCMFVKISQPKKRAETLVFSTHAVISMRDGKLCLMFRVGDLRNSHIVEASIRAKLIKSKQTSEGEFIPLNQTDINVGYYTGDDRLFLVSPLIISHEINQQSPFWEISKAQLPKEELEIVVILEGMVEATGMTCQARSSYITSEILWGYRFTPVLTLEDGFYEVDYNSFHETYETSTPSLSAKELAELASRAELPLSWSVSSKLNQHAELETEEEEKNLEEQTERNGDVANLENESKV
Calls only; i = inactive. Some of the compounds tested; rates above refer to the full screens.

SMILES	GIRK2 activator
O=C(CN1CCN(c2nccn2-c2cccc(Cl)c2)CC1)NC1CCCCC1	i
COc1ccc(NC(=O)NCCNc2cc(-n3cccn3)nc(C)n2)c(C)c1	i
Cc1cccc(N2CCN(S(=O)(=O)CCNC(=O)COc3ccccc3F)CC2)c1	i
O=C(Cc1cc(-c2ccc3c(c2)OCO3)on1)N1CCc2ccccc2C1	i
CCNC(=O)C1CCN(c2cc(SCC(=O)Nc3cccc(SC)c3)ncn2)CC1	i
Cc1ccc(C)c(NC(=O)c2ccc(=O)n(Cc3ccccc3F)c2)c1	i
O=C(C1c2ccccc2Oc2ccccc21)N1CCCSCC1CN1CCOCC1 (stereo not drawn)	i
Cc1nn(C2CCS(=O)(=O)C2)c2nc(-c3ccccc3)cc(C(=O)Nc3ccc(F)cc3F)c12 (stereo not drawn)	i
CCn1nccc1C(=O)N=c1sc2ccccc2n1CCSC	i
CCn1nnc2c(Nc3cccc(Br)c3)ncnc21	i
COCCCn1c(N)c(S(=O)(=O)c2cccs2)c2nc3ccccc3nc21	i
CC(C)c1ccccc1NC(=O)C1CCCN(c2cc(-n3cccn3)ncn2)C1 (stereo not drawn)	i
COc1ccc(S(=O)(=O)N2CCC(C(=O)Nc3ccc4c5c(cccc35)CC4)CC2)cc1	i
NC(=O)c1ccc(NC(=O)CN(Cc2ccc(Cl)cc2)S(=O)(=O)c2cccnc2)cc1	i
Cc1cc(C)nc(SCc2c(C(=O)NC3CCCC3)nnn2-c2ccccc2)n1	i
Cn1nc(NC(=O)c2c[nH]c3ccccc23)c2c1NC(=O)CC2c1ccco1 (stereo not drawn)	i
COc1cc(NC(=O)c2ccc(S(=O)(=O)c3ccc(Cl)cc3)nc2)cc(OC)c1OC	i
O=C(Nc1ccc2c(c1)N(C(=O)c1cccs1)CC2)c1ccc2ccccc2c1	i
Cc1nn(C)cc1CN(C)C(=O)c1cccc(Cl)c1	i
CC(=O)Nc1nn(C)c2c1C(c1cccs1)CC(=O)N2 (stereo not drawn)	i
Cc1cc(C)c(NC(=O)C(=O)NCCCCN2CCOC(c3ccccc3)C2)c(C)c1 (stereo not drawn)	i
COc1ccc(S(=O)(=O)CC(=O)Nc2nc(-c3ccc4c(c3)OCO4)cs2)cc1	i
C#CCn1c(=NC(=O)CS(=O)(=O)c2ccc(OC)cc2)sc2c(OC)ccc(OC)c21	i
Cc1ccnc(Nc2ccc(NCCNC(=O)c3ccc(F)cc3Cl)nn2)c1	i
Cc1ccc(C(CNC(=O)Cc2cccc3ccccc23)N2CCOCC2)cc1 (stereo not drawn)	i

19 successive entries from above, quoted:
SMILES	GIRK2 activator
Cc1cccc(N2CCN(S(=O)(=O)CCNC(=O)COc3ccccc3F)CC2)c1	i
O=C(Cc1cc(-c2ccc3c(c2)OCO3)on1)N1CCc2ccccc2C1	i
CCNC(=O)C1CCN(c2cc(SCC(=O)Nc3cccc(SC)c3)ncn2)CC1	i
Cc1ccc(C)c(NC(=O)c2ccc(=O)n(Cc3ccccc3F)c2)c1	i
O=C(C1c2ccccc2Oc2ccccc21)N1CCCSCC1CN1CCOCC1 (stereo not drawn)	i
Cc1nn(C2CCS(=O)(=O)C2)c2nc(-c3ccccc3)cc(C(=O)Nc3ccc(F)cc3F)c12 (stereo not drawn)	i
CCn1nccc1C(=O)N=c1sc2ccccc2n1CCSC	i
CCn1nnc2c(Nc3cccc(Br)c3)ncnc21	i
COCCCn1c(N)c(S(=O)(=O)c2cccs2)c2nc3ccccc3nc21	i
CC(C)c1ccccc1NC(=O)C1CCCN(c2cc(-n3cccn3)ncn2)C1 (stereo not drawn)	i
COc1ccc(S(=O)(=O)N2CCC(C(=O)Nc3ccc4c5c(cccc35)CC4)CC2)cc1	i
NC(=O)c1ccc(NC(=O)CN(Cc2ccc(Cl)cc2)S(=O)(=O)c2cccnc2)cc1	i
Cc1cc(C)nc(SCc2c(C(=O)NC3CCCC3)nnn2-c2ccccc2)n1	i
Cn1nc(NC(=O)c2c[nH]c3ccccc23)c2c1NC(=O)CC2c1ccco1 (stereo not drawn)	i
COc1cc(NC(=O)c2ccc(S(=O)(=O)c3ccc(Cl)cc3)nc2)cc(OC)c1OC	i
O=C(Nc1ccc2c(c1)N(C(=O)c1cccs1)CC2)c1ccc2ccccc2c1	i
Cc1nn(C)cc1CN(C)C(=O)c1cccc(Cl)c1	i
CC(=O)Nc1nn(C)c2c1C(c1cccs1)CC(=O)N2 (stereo not drawn)	i
Cc1cc(C)c(NC(=O)C(=O)NCCCCN2CCOC(c3ccccc3)C2)c(C)c1 (stereo not drawn)	i

The list goes on:
SMILES	GIRK2 activator
NC(=O)Cc1csc(NC(=O)C2CN(c3nc4c(F)cccc4s3)C2)n1	i
O=C(Cn1nc(C(=O)Nc2ccccc2)ccc1=O)Nc1ccc(C(F)(F)F)cc1	i
O=C(NCC#CCN1CCc2ccccc2C1)c1ccc2cc[nH]c2c1	i
CC(C)OCCCNc1nc2c(c(=O)n(C)c(=O)n2C)n1Cc1ccc(Cl)cc1	i
O=C(Cc1ccc(NS(=O)(=O)Cc2ccc(F)cc2)cc1)NC1CC1	i
CCn1c(SCC(=O)Nc2cccc(Cl)c2)nnc1-c1cn(C)nc1OC	i
CC(=O)Nc1ccc(-c2ccsc2)cc1NC(=O)C1CC1	i
COc1ccc(CCC(=O)NCC(O)c2cccc3ccccc23)cc1 (stereo not drawn)	i
O=C(c1ccc(Br)o1)N1CCN(c2ccc(Nc3cccnc3)nn2)CC1	i
CCCn1c(-n2nc(C)cc2C)nc2c1c(=O)n(CC(N)=O)c(=O)n2C	i
CCCNC(=O)Cn1nc2c(c1NC(=O)/C=C\c1ccccc1)CSC2	i
O=C(NCc1nc(-c2ccccc2)no1)C1CCN(C(=O)Nc2cccs2)CC1	i
COc1cccc(OCC(O)CN2CCC(Cc3ccccc3)CC2)c1 (stereo not drawn)	i
Cc1noc(C)c1CCC(=O)Nc1ccc2cn[nH]c2c1	i
CC(C)(C)C1CCC(OCC(O)CN2CCN(CCO)CC2)CC1 (stereo not drawn)	i
CCOC(=O)c1cn[nH]c1S(=O)(=O)N1CCOCC1	i
CCOc1nn(CC)cc1-c1nnc(SCc2ccccc2Cl)n1C	i
COc1ccc(CC(=O)N2CCN(c3ccc(-c4ccc(OC)c(OC)c4)nn3)CC2)cc1	i
CCCCN(C)CCNC(=O)c1ccc2c(=O)n(Cc3ccc(Cl)cc3)c(=S)[nH]c2c1	i
Cc1cc(NC(=O)c2ccccc2Cl)ccc1N1CCCCC1=O	i
CS(=O)(=O)N1CCC(CNC(=O)Cc2cccc3ccccc23)CC1	i
O=C(NCCCN1CCOC(c2ccccc2)C1)c1ccccc1Cl (stereo not drawn)	i
Cc1[nH]c(=O)[nH]c(=O)c1CC(=O)N1CCN(c2cccc(C(F)(F)F)c2)CC1	i
COCCCNC(=O)c1cc(-c2ccccc2)nc2c1c(C)nn2C1CCS(=O)(=O)C1 (stereo not drawn)	i
COc1ccc(N(CC(O)CNCC(=O)O)S(=O)(=O)c2ccc(C)cc2)cc1 (stereo not drawn)	i

(next part)
SMILES	GIRK2 activator
Cc1ccc(-c2ncc3c(=O)n(CC(=O)Nc4ccc(C)c(F)c4)cnc3n2)cc1	i
CC1CCc2nc(NC(=O)c3ccnn3C)sc2C1 (stereo not drawn)	i
CN(C)S(=O)(=O)c1ccc2c3c(cccc13)C(=O)N2C(=O)c1ccco1	i
C=CCn1c(SCC(=O)N2CCOCC2)nc2scc(-c3ccccc3Cl)c2c1=O	i
CCc1ccc(Oc2cc(N3CCC(C(=O)NCc4ccc(SC)cc4)CC3)ncn2)cc1	i
CCOC(=O)C1CCCN(C(=O)Cc2cc(-c3ccc(F)cc3)on2)C1 (stereo not drawn)	i
CCCNC(=O)c1ccc2c(=O)n(-c3cccc(F)c3)c(SCC#N)nc2c1	i
COc1ccc(-c2nnc(CC(=O)NC3CCCCCC3)o2)cc1	i
Cc1ccc(Nc2ccc(NC(=O)C3CCCO3)cc2)nn1 (stereo not drawn)	i
O=C(CSc1nc(=O)n(CC2CCCO2)c2c1CCCC2)Nc1ccc([N+](=O)[O-])cc1 (stereo not drawn)	i
COC(=O)COc1ccccc1OC	i
CCOc1ccc(S(=O)(=O)Nc2ccc(N3CCCC3=O)cc2)cc1	i
COc1ccccc1OCC(=O)NC1CNC(=O)C1 (stereo not drawn)	i
O=C(Nc1cc(-c2ccco2)nn1CCO)c1nc2ccccc2s1	i
COc1cc(OC)cc(-c2noc(C3CCN(S(=O)(=O)c4ccc(Cl)cc4)CC3)n2)c1	i
Cc1cc(NC(=O)c2cccc(S(C)(=O)=O)c2)on1	i
O=S1(=O)CCC(n2nc(-c3ccco3)cc2NS(=O)(=O)c2ccc(Cl)cc2)C1 (stereo not drawn)	i
Cc1ccnc(Nc2ccc(NCCNC(=O)/C=C/c3ccco3)nn2)c1	i
CCc1ccccc1NC(=O)c1cc(N2C(=O)CCS2(=O)=O)ccc1Cl	i
C#CCn1c(SCCOc2ccccc2)nc2ccccc21	i
Cc1ccc(Cl)cc1N1CCN(C(=O)c2nc(-c3cnccn3)no2)CC1	i
CCOC(=O)c1c(NC(=O)c2ccnn2C)sc2c1CC(C)(C)NC2(C)C	i
CC(C)(C)NC(=O)NCCCS(=O)(=O)N1CCN(c2ccccc2)CC1	i
COCCn1c(-n2nc(C)cc2C)nc2c1c(=O)n(CC(C)C)c(=O)n2C	i
COc1ccc(Br)c(C(=O)NCC(C)(O)CCSC)c1 (stereo not drawn)	i

New compounds follow:
SMILES	GIRK2 activator
COc1ccc(S(=O)(=O)CCCC(=O)Nc2nc3c(s2)CSc2ccccc2-3)cc1	i
CCOc1ccc2ccccc2c1C(=O)N1CCN(c2ncnc3c2nnn3C)CC1	i
O=C(NCc1ccc(F)cc1)C(=O)NCC1(O)CCOCC1	i
O=C(NCC(O)Cc1ccccc1)c1cccc(Cl)c1 (stereo not drawn)	i
COc1ccc(S(=O)(=O)NCCNc2cc(N(C)C)nc(C)n2)cc1C	i
CCn1nnc2c(N(C)Cc3ccccc3)ncnc21	i
O=S(=O)(c1ccc(-c2ccc(Cl)cc2)cc1)N1CCCC1	i
CC(Oc1ccc2c(c1)OCO2)C(=O)NCCn1nc(-c2ccccc2)ccc1=O (stereo not drawn)	i
COCCNC(=O)C(=O)Nc1ccc2c(c1)OCCO2	i
COc1ccc(CCC(=O)Nc2ccc(CC(=O)NCC(F)(F)F)cc2)cc1	i
COc1ccc(Cl)cc1NC(=O)Cn1nc(-c2cc(C)ccc2C)ccc1=O	i
CC1CCN(CC(O)COCCC2CC3CCC2C3)CC1 (stereo not drawn)	i
COc1ccc(NC(C)=O)cc1NC(=O)Cc1cc(-c2ccc(F)cc2)on1	i
CCn1c(CNC(=O)c2ccco2)nc2ccccc21	i
COCCCNC(=O)C(=O)Nc1ccc(C)cc1C	i
COc1ccc(N2C(=O)CCS2(=O)=O)cc1S(=O)(=O)NCCC1=CCCCC1	i
Cc1nn(C2CCS(=O)(=O)C2)c2nc(-c3ccccc3)cc(C(=O)NCCN3CCOCC3)c12 (stereo not drawn)	i
CC(Oc1ccccc1)C(=O)NC1(c2nc(-c3cccnc3)no2)CCCCC1 (stereo not drawn)	i
CCOC(=O)C1CCN(CC(O)COC2CCCC2)CC1 (stereo not drawn)	i
CCOC(=O)C(=O)N1CCC2(CC1)CC(=O)c1ccccc1O2	i
CC(=O)Nc1ccc(NC(=O)CSc2nc(=O)n(CCO)c3c2CCCC3)cc1	i
COc1ccc(-n2nc3c(c2NC(=O)C(=O)N2CCN(C)CC2)CSC3)cc1	i
CCOc1ccccc1-n1nnnc1SCC(=O)Nc1ccccc1C(=O)O	i
COc1ccc(Cl)c2sc(N(CCCn3ccnc3)C(=O)c3ccco3)nc12	i
COc1cccc(-c2cc(CC(=O)NCCCn3ccnc3)no2)c1	i

Continuation:
SMILES	GIRK2 activator
CCOc1ccc(S(=O)(=O)n2nnc3ccccc32)cc1C(C)(C)C	i
Cc1ccccc1NC(=O)Nc1nnc(-c2ccn(C)n2)o1	i
O=C(CN1C(=O)c2ccccc2S1(=O)=O)Nc1ccc(F)cc1	i
CN(C)S(=O)(=O)c1ccc(C(=O)NCCOc2ccc3nnc(-c4ccccc4)n3n2)cc1	i
Cc1nn(C2CCS(=O)(=O)C2)c2nc(-c3ccc(F)cc3)cc(C(=O)NCc3ccccn3)c12 (stereo not drawn)	i
CC1(C)CS(=O)(=O)N(c2ccc(Cl)c(C(=O)NCC3CCCO3)c2)C1=O (stereo not drawn)	i
COc1ccc(OC)c(-c2ccc(=O)n(CC(=O)Nc3cccc([N+](=O)[O-])c3)n2)c1	i
COc1ccc(CNC(=O)NCC2CCN(C(=O)/C=C/c3ccco3)CC2)cc1	i
CC(C)(C)c1ccc(OCC(=O)NCc2ccsc2)cc1	i
CCN(CC)CCNC(=O)C(=O)Nc1c2c(nn1C(C)(C)C)CSC2	i
O=C(CN1CCCC1)N1N=C(c2ccco2)CC1c1ccc(Cl)cc1Cl (stereo not drawn)	i
CSc1ccccc1NC(=O)CCc1csc(NS(=O)(=O)c2ccc(C)cc2)n1	i
CCOc1ccccc1C(=O)N1CCN(c2ncnc3c2nnn3-c2ccc(F)cc2)CC1	i
CS(=O)(=O)N1CCC(C(=O)OCc2cc(-c3ccccc3)on2)CC1	i
O=C(O)CSc1nnc(-c2cccs2)o1	i
Cn1nccc1C(=O)N1CCN(c2nc3c(F)cccc3s2)CC1	i
CN(C(=O)c1ccco1)c1nnc(C23CC4CC(CC(C4)C2)C3)s1	i
COc1ccccc1CNC(=O)Cn1nc(C(=O)N2CCOCC2)cc1C1CC1	i
CC(=O)c1ccc(N2CCN(C(=O)c3csc(-c4cnccn4)n3)CC2)cc1	i
CC(C)(C)NS(=O)(=O)CCCOc1cccc2c1OC(C)(C)C2	i
COC(=O)c1ccc2c(=O)n(Cc3ccc(C(=O)NCc4ccc(F)cc4)cc3)c(=S)[nH]c2c1	i
Cc1cc(C)cc(-n2nnc(C(=O)N(C)C3CCS(=O)(=O)C3)c2C)c1 (stereo not drawn)	i
CCN1C(SCC(=O)Nc2cccc(SC)c2)=NS(=O)(=O)c2ccccc21	i
Cc1ccc(-n2nc3c(c2NC(=O)C(=O)NCC(C)C)CS(=O)(=O)C3)cc1	i
CCCC(=O)NCCn1nc(-c2cccs2)n(C)c1=O	i
COC(=O)CCC(=O)NC(=S)Nc1ccccc1C(=O)N1CCCCCC1	i
CC(C)Oc1ccc(C(=O)NCC2CCN(C(C)C)CC2)cc1	i
